Source: PubChem
SDO1 yeast rescue: sdo1-depleted yeast growth rescue | S. cerevisiae sdo1-depleted JHY4D growth rescue, OD600 30 h; hits give high values; pdr5 snq2 efflux-pump mutant strain | actives 0.21% (n = 140,000) | z-score at 10 µM;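 active = z-score above 3 at both the 24 hr and the 30 hr optical density reads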;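 also: z-score against mean and SD of all compound wells on the same plate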
Insulin prom inh: TRM-6 insulin promoter activity inhibition | TRM-6 cells (human fetal islet line), insulin promoter-eGFP reporter, imaging; reporter expression induced with tamoxifen | inhibition, % at 2 µM | AID 1273 | actives 0.9% (n = 130,000);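 active = inhibition above the mean plus 3 SD, with well images judged a real hit on visual review, cut at about 60% in these data, passing the limit was not always enough; inconclusive = inhibition over the cutoff but images rejected on review; inactive = inhibition not above the cutoff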
SDO1 yeast rescue Rescue 24 h: recorded beside SDO1 yeast rescue, whose call it bears; z-score; S. cerevisiae sdo1-depleted JHY4D growth rescue, OD600; measured here: growth rescue at 24 h;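 0 is the plate mean of compound wells and units are plate SD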
* hit, by the source's call; u = inconclusive; x = not tested or not shown. The list is partial; rates above refer to the full screens.

Results follow in this order: SDO1 yeast rescue	SDO1 yeast rescue Rescue 24 h	Insulin prom inh
Cc1ccc(C)c2[nH]c(=O)c(CCNC(=O)c3ccc4c(c3)OCO4)cc12
 : -0.36	-0.41	46.7
COc1ccc(C(=O)NCc2nnc(SCC(=O)N3CCc4ccccc43)n2C2CCCCC2)cc1
 : -0.26	-0.61	x
CC1=C(C#N)C(c2ccc(O)cc2)C2=C(CC(C)(C)CC2=O)N1 (stereo unspecified)
 : 1.34	1.22	-70.0
COC(=O)Nc1ccc(Oc2ccccc2)cc1
 : 0.53	0.53	-16.7
O=C(NCc1cccc(C(F)(F)F)c1)C1CC(c2ccccc2[N+](=O)[O-])=NO1 (stereo unspecified)
 : -0.92	-1.29	20.0
COc1cccc(-c2nc(CCl)cs2)c1OC
 : x	x	7.1
CC(=O)Nc1ccc(-c2cc(-c3ccc(NC(C)=O)cc3)nc(-c3ccccc3)n2)cc1
 : -0.43	0.81	0.0
CCCCCCCc1c(C)nc(N2CCOCC2)[nH]c1=O
 : -0.37	-0.61	-38.7
O=C(Nc1nc(-c2ccccc2)c(-c2ccccc2)o1)c1ccc(F)cc1
 : -2.48	-1.83	x
CCOc1ccc(S(=O)(=O)N2CCN(C)CC2)c(C)c1C
 : 2.49	2.94	-16.7
O=C(C1CC1)N(CCc1ccccc1)Cc1nc2ccccc2c(=O)[nH]1
 : -1.29	-1.6	x
CCC(=O)Nc1cccc(-c2nnc(SCC(=O)NCc3ccco3)n2C)c1
 : 1.06	1.42	x
Cc1ccc(NC(=O)c2ccco2)c(NC(=O)CN2C(=O)c3ccccc3C2=O)c1
 : 0.12	-0.02	-56.2
CN(C)S(=O)(=O)c1ccc(NC(=O)CN2CCCc3ccccc32)cc1
 : x	x	-383.3
CS(=O)(=O)NCc1nnc(SCC(=O)NC2CCCCC2)n1-c1ccc(F)cc1
 : -0.1	-0.67	-4.5

Some of these compounds in order of their number in Insulin prom inh, smallest number first.
mol | SDO1 yeast rescue | SDO1 yeast rescue Rescue 24 h | Insulin prom inh
CCCCCCCc1c(C)nc(N2CCOCC2)[nH]c1=O | -0.37 | -0.61 | -38.7
CCOc1ccc(S(=O)(=O)N2CCN(C)CC2)c(C)c1C | 2.49 | 2.94 | -16.7
COc1cccc(-c2nc(CCl)cs2)c1OC | x | x | 7.1

Going on with the list:
Results follow in this order: SDO1 yeast rescue	SDO1 yeast rescue Rescue 24 h	Insulin prom inh
CCN(CC)c1ccc(C2C(C(=O)OCCOC(C)C)=C(C)NC3=C2C(=O)CCC3)cc1 (stereo unspecified)
 : -0.05	-0.64	x
Fc1cccc(-c2cc3nc4c(c(N5CCN(c6cnccn6)CC5)n3n2)CCCC4)c1
 : x	x	24.3
CCCC(C(=O)NCc1ccco1)N(C(=O)CNS(=O)(=O)c1ccccc1)C1CCCC1 (stereo unspecified)
 : 0.25	-0.97	-32.1
CCCCCC(=O)Nc1ccccc1N1CCN(c2ccccc2)CC1
 : -1.15	-1.25	x
Cc1ccc(-c2nn(-c3ccccc3)c3[nH]c(=O)c(CNCc4ccccc4)cc23)cc1
 : -2.4	-1.32	37.5
c1ccc(CCNc2ncnc3c2cnn3-c2ccccc2)cc1
 : -0.61	-0.61	12.5
O=C1c2cccnc2C(=O)N1CO
 : 1.24	-0.34	-45.0
O=C(O)c1ccc(NS(=O)(=O)c2ccc(Cl)cc2)cc1
 : -0.2	-0.4	46.0
Cc1nnc(NC(=O)CSc2nnc(CNC(=O)c3ccccc3)n2-c2ccccc2)s1
 : 0.27	-0.1	x
CCC(CC)C(=O)NCCc1ccc(S(N)(=O)=O)cc1
 : 1.07	1.15	-90.0
Cc1sc2nc(SC3CCOC3=O)n(Cc3ccccc3)c(=O)c2c1C (stereo unspecified)
 : x	x	-23.5
COc1ccc(OC)c(C(=O)c2ccc(C(=O)Nc3cccc4ccccc34)cc2)c1
 : -0.31	0.02	31.6
COc1ccccc1-n1cnnc1SC(C)C(=O)Nc1cccc([N+](=O)[O-])c1 (stereo unspecified)
 : 1.02	1.28	x
C1=C(c2ccccc2)N2CCN=C2S1
 : 1.62	1.61	34.8
O=C(NNC(=S)NC(=O)c1ccccc1[N+](=O)[O-])c1ccccc1
 : 0.96	0.46	-206.7

Nothing new here: entries from further up.
Results follow in this order: SDO1 yeast rescue	SDO1 yeast rescue Rescue 24 h	Insulin prom inh
CCC(CC)C(=O)NCCc1ccc(S(N)(=O)=O)cc1
 : 1.07	1.15	-90.0
Cc1sc2nc(SC3CCOC3=O)n(Cc3ccccc3)c(=O)c2c1C (stereo unspecified)
 : x	x	-23.5
COc1ccc(OC)c(C(=O)c2ccc(C(=O)Nc3cccc4ccccc34)cc2)c1
 : -0.31	0.02	31.6

(listing goes on)
Results follow in this order: SDO1 yeast rescue	SDO1 yeast rescue Rescue 24 h	Insulin prom inh
Cn1ccnc1Sc1cc(NCCCO)c([N+](=O)[O-])c2nonc12
 : x	x	0.0
CC(C)(C)C(=O)c1cnc(Nc2ccccc2)s1
 : -1	-0.73	-42.9
COc1ccc(CCNC(=O)Cc2ccc(OCc3ccccc3)c(OC)c2[N+](=O)[O-])cc1OCc1ccccc1
 : -0.43	-0.02	-56.7
Cc1nc2c(=O)[nH]c3ccccc3c2o1
 : x	x	22.2
COc1cccc(OCC(=O)NNC(=O)C(=O)N2CCCC2)c1
 : 1	0.75	-7.1
CCC(C)NC(=O)CC(c1ccc(OC)cc1)n1cccc1 (stereo unspecified)
 : -0.34	1.89	9.1
CCc1nnc(NC(=O)CSc2nnc3c(C)cc4c(C)ccc(C)c4n23)s1
 : 1.41	1.21	x
OCCCc1nc2n(n1)C(c1ccccc1)C=C(c1ccccc1)N2 (stereo unspecified)
 : 0.61	0.24	x
O=C(NCc1cn(-c2ccccc2)nc1-c1ccccc1)c1cccc([N+](=O)[O-])c1
 : -0.6	0.12	x
Cc1ccc(OCC(=O)N2c3ccccc3CC2C)c([N+](=O)[O-])n1 (stereo unspecified)
 : x	x	7.1
COc1ccc(Oc2nc3ccccc3n(C)c2=O)cc1
 : 0.06	-0.18	-22.7
Cc1noc(NS(=O)(=O)c2ccc(NC(=O)CSc3nc4c(cc3C#N)CCCC4)cc2)c1C
 : 1.18	1.96	x
Cc1ccccc1-c1nnc(SCc2ccc(F)cc2)o1
 : -1.03	-0.99	48.6
COc1ccc(N(CC(=O)NN=C2CCCCCCC2)S(=O)(=O)c2ccccc2)cc1
 : -0.23	0.02	2.3
Cc1ccccc1C(O)c1ccncc1 (stereo unspecified)
 : 2.75	1.71	-14.3
O=c1oc2ccccc2n1Cn1c(=O)oc2ccccc21
 : 0.98	-0.17	x
CC1CCC2(CC1)SCC(=O)N2c1ccccc1 (stereo unspecified)
 : 1.89	2.45	53.3
O=C(c1ccccc1)N1CCN(c2ccc(NCc3ccc4c(c3)OCO4)cc2)CC1
 : -0.03	-0.42	x
CC(C)NC(=O)NC(=O)CSc1nnc(COc2ccccc2F)n1C(C)C1CC2CCC1C2 (stereo unspecified)
 : -0.9	-0.08	-34.3
O=C(NCCc1ccccc1)c1noc2c1CCc1ccccc1-2
 : -0.64	0.38	20.0
CCOC(=O)N/N=C/c1ccccc1F
 : 0.55	0.62	x
CCOC(=O)C(=NCCCN(C)C)NNc1ccc(Br)cc1
 : -1.68	-0.8	-17.2
CC(=O)c1cccc(N(C(=O)c2ccccn2)C(C(=O)NC2CCCCC2)c2cccs2)c1 (stereo unspecified)
 : -0.03	-0.57	-50.0
Cc1ccc(S(=O)(=O)N2CCCC(C(=O)NCCC3=CCCCC3)C2)cc1 (stereo unspecified)
 : -1.19	-0.65	x
CCNC(=S)N/N=C(\C)c1ccc2c(c1)OCCO2
 : -0.55	-1.43	0.0
O=C1NCCCc2nc(Oc3ccccc3)sc21
 : -0.1	-0.82	x
CCC(C)NCCCOc1ccc(Cl)cc1C(C)(C)C (stereo unspecified)
 : 0.72	0.06	42.9
CN(C(=O)c1ccc(S(=O)(=O)N2CCCC2)cc1)C1CCCCC1
 : 0.47	0.45	-28.8
CCCCCC(=O)Nc1nc(C)c(-c2csc(Nc3ccccc3OC)n2)s1
 : 0.42	0.65	-55.6
Cc1c(NC(=O)CC(O)(C(F)(F)F)C(F)(F)F)c(=O)n(-c2ccccc2)n1C
 : 0.24	-0.28	-37.5

The listing continues.
SMILES	SDO1 yeast rescue	SDO1 yeast rescue Rescue 24 h	Insulin prom inh
Cc1cc(C)cc(NC(=S)NCCSc2ccc(Cl)cc2)c1	-1.96	-0.42	-9.4
N#Cc1nc(-c2ccco2)oc1N1CCC(C(N)=O)CC1	-0.07	-0.3	-92.9
Cc1cc(SCC(=O)NC(=O)NCc2ccco2)nc2c(C)cccc12	-1.91	-1.23	-8.8
Cn1ncc2c(Nc3cccc(C(=O)O)c3)ncnc21	1.11	-0.17	-37.1
CCn1c(CNC(=O)COc2ccc(C(C)C)cc2)nnc1SCC(=O)Nc1ccccc1	-0.02	0.03	-36.7
COc1cccc(NC(=O)CCCOc2cc(=O)n(C)c3ccccc23)c1	-0.41	-0.7	-50.0
CN(CC(=O)N1CC=C(c2ccccc2)CC1)S(=O)(=O)c1cnc[nH]1	0.07	-0.34	50.0
O=C(Nc1nc(-c2ccccc2)cs1)C1CCCN(S(=O)(=O)c2cccc([N+](=O)[O-])c2)C1 (stereo unspecified)	0.04	0.49	-21.6
COc1ccc(NS(=O)(=O)c2ccc(N)c(C(=O)O)c2)cc1	-0.09	-0.54	-23.1
CCn1c(SCC(=O)N/N=C/C(C)=C\c2ccco2)nnc1-c1ccccc1	-0.25	-0.49	10.0
O=S(=O)(c1ccc2ccccc2c1)N(CC(O)COCc1ccco1)c1ccccc1 (stereo unspecified)	-0.98	-0.43	-2.7
Cc1cccc2cc(CN(Cc3ccco3)C(=O)Nc3cccc(C#N)c3)c(Cl)nc12	-1.53	-1.09	17.9
COc1ccc(N2C(=O)[C@@H]3Cc4ccccc4CN3C2=O)cc1	0.48	0.37	x
COc1cc2c(cc1NC(=S)Nc1cccc(C(F)(F)F)c1)oc1ccccc12	-2.32	-1.67	7.1
COc1ccccc1-c1cc(C(F)(F)F)nc(N2CCN(c3ccc(F)cc3)CC2)n1	-0.28	-0.38	-10.3
O=C1c2ccccc2C(=O)N1CCCON1C(=O)c2ccccc2C1=O	0.06	-0.09	-15.4
N#CC1=C(N)OC2=C(C(=O)CCC2)C1c1ccc(OC(=O)N2CCOCC2)cc1 (stereo unspecified)	0.2	-0.43	0.0
CCc1ccc(OCC(=O)Nc2cc(S(=O)(=O)CC)ccc2O)cc1	-0.59	-1.12	x
CCOc1ccc(C(=O)Nn2cnnc2)cc1	1.38	1.54	-12.1
O=C(NC(N1CCCCCC1)C(Cl)(Cl)Cl)c1ccccc1Cl (stereo unspecified)	0.24	0.2	40.0
Cn1c(=O)c2c(nc(N3CCOCC3)n2CCc2ccccc2)n(C)c1=O	x	x	44.4
CCOC(=O)c1ccc(NC(=S)NC(=O)COc2ccccc2)cc1	0.08	1.41	53.1
Fc1c(F)c(F)c(N/N=C/c2c[nH]c3ccccc23)c(F)c1F	-1.56	-1.88	x
CCOC(=O)CNC(=S)N1CCn2c(nc3ccccc32)C1	x	x	-21.4
O=C(Nc1ccc(Br)cc1)C1CCC(=O)N1Cc1ccccc1Cl (stereo unspecified)	-0.3	-0.69	-57.6
COc1ccc(-c2[nH]ncc2/C=C(/C#N)C(=O)NC2CCCCC2)cc1	-0.33	-0.34	15.2
CC(=O)Nc1ccc(N2C(=O)CC(N3CC(C)OC(C)C3)C2=O)cc1 (stereo unspecified)	1.49	1.51	-21.2
Cc1csc(NC(=O)CSc2nnc(-c3ccco3)n2C)n1	0.89	0.65	-20.0
CN(Cc1ccco1)C(=O)C(Cc1ccccc1)NS(=O)(=O)c1ccc2c(c1)CCC(=O)N2 (stereo unspecified)	0.5	0.49	x
Cc1cccc(OCc2nnc(SCC(=O)N3CCc4ccccc43)n2C)c1	-0.86	-0.54	-78.6

The final two records of the section before come first, to join the parts:
SMILES	SDO1 yeast rescue	SDO1 yeast rescue Rescue 24 h	Insulin prom inh
CN(Cc1ccco1)C(=O)C(Cc1ccccc1)NS(=O)(=O)c1ccc2c(c1)CCC(=O)N2 (stereo unspecified)	0.5	0.49	x
Cc1cccc(OCc2nnc(SCC(=O)N3CCc4ccccc43)n2C)c1	-0.86	-0.54	-78.6
O=c1c2cn[nH]c2[nH]c(=S)n1-c1ccccc1	1.15	1.43	-4.8
COc1ccc(-c2nc(SC)n(C(=O)c3ccco3)n2)cc1	-0.22	-0.36	u
CC12C=CC3(CN(Cc4ccccc4)C(=O)C3C1C(=O)NCc1ccco1)O2 (stereo unspecified)	-0.52	-0.84	x
Cc1ccnc(NC(=O)CCC2CCCCC2)c1	-0.68	-0.41	-23.7
O=C1c2ccccc2C(=O)c2c1cccc2N1CCN(CCO)CC1	0.8	-0.11	4.2
CCSc1nnc(NC(=O)CSc2nnc(Cc3cccn3C)n2CCc2ccccc2)s1	0.13	0.92	8.6
CCCCOc1ccc(CNC(=S)N/N=C/c2ccc(OC)c(OC)c2)cc1	-0.94	-0.6	-17.9
CC(C)OC(=O)CC(=O)c1sc2nc3c(cc2c1N)CN(C)CC3	-0.04	-0.35	25.0
CCOC(=O)c1sc(NC(=O)CSc2ncccn2)c(C#N)c1C	-0.65	-0.05	-43.8
CCCN(CCC)C(=O)CSc1nc2n[nH]c(C)c2c(=N)n1-c1ccc(OC)cc1	-0.37	0.03	x
Cc1noc(C)c1COC(=O)c1ccc2c(c1)OCCO2	0.71	0.81	22.6
CCN(CC)CCNC(=O)c1ccccc1C(=O)c1ncc[nH]1	-0.34	-0.9	-54.5
O=C(CCSc1nnc(-c2ccncc2)o1)Nc1ccccc1Cl	1.1	1.12	31.0
